CASP6 VEID inh – blocks human caspase-6 cleavage activity | purified caspase-6, Z-VEID-R110 cleavage fluorescence | P55212 | 0.53% of 350,000 active | inhibition, % at 12.5 µM;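 active means mean inhibition across replicates at least about 35%, with every replicate also reaching that limit, limit read from the data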;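 further: 0% = median of neutral control wells and 100% = no fluorescence left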
Target sequence (P55212 24-179 limits assumed): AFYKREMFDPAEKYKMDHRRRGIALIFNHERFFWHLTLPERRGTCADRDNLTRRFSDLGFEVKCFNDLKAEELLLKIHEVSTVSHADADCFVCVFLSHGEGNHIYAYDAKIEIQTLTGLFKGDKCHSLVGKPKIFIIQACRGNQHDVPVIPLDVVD
Target sequence (P55212 194-293 limits assumed): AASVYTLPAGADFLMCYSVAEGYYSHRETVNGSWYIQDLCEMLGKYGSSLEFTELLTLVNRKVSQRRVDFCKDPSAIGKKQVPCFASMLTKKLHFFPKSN
esBAF inh – blocks esBAF chromatin remodeling in mouse ES cells; Bmi1-luciferase knock-in reporter, 24 h; 100% = twice the neutral-well signal; reporter increase, % at 12.5 µM; 2% of 350,000 active; AID 602393; in the data active means activation above about 40%;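 further: 0% = median of the plate's neutral control wells and 100% = double that signal; a rise in the Bmi1 reporter signal indicates esBAF inhibition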
FN deposit inh – fibronectin deposition inhibition. AH1F fibroblasts, Alexa488-fibronectin deposition fluorescence, overnight. inhibition, % at 12.6 µM. 0.086% of 350,000 active. AID 743247;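 active means mean inhibition across replicates of 30% or more, regardless of how many single replicates reach that level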;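 further: positive control wells lacked labelled fibronectin entirely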
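Assay system: AH1F fibroblasts / Quantity: 10000 cells per well / Medium: DMEM plus 2% serum, read in PBS / Reagent: labelled fibronectin 24 nM / Dosing: single dose, pinned / Times: 1 h cell attachment, overnight exposure to compound and label / Signal: fluorescence, ex 485 nm, em 525 nm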
LGR2 antag – inhibitors of bursicon-induced Drosophila LGR2 receptor cAMP signaling | HEK293 LGR2, CRE-luciferase, bursicon-stimulated, 4 h | inhibition, % at 9.99 µM | 0.35% of 380,000 active;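 active means drop in luminescence signal, shown as inhibition above about 50% in the replicate tests, limit read from the data, passing the limit was not always enough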;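 further: agonist challenge used bursicon conditioned medium at about half maximal strength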
S100A4 inh HTS – inhibitors of human S100A4 binding to myosin IIA peptide; inhibition, % at 10.7 µM; 0.14% of 360,000 active; P26447; S100A4/TAMRA-MyoIIA peptide fluorescence polarization; AID 652163;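 active means mean inhibition of at least 70% across replicates, with every replicate also reaching that level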
Target sequence (P26447 whole entry, looked up): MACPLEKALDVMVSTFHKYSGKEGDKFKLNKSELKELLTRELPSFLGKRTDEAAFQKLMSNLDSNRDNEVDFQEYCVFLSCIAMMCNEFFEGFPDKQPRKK
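Test system: S100A4 monomer protein. Medium: HEPES buffer with Ca2+, pH 7.2. Reagent: fluorescent myosin IIA peptide, 5 nM. Compound dosing: single-point compound testing. Timing: 5 min between mix addition and reading. Benchmarks: DMSO neutral and TFP positive wells.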
SIRT5 block – inhibitors of human sirtuin-5 desuccinylase. Q9NXA8. Purified SirT5, succinyl-peptide AMC, trypsin-coupled fluorescence. inhibition, % at 15 µM. 1.1% of 330,000 active. AID 652115; in the data active means inhibition above about 15%
Target sequence (Q9NXA8 whole entry, looked up): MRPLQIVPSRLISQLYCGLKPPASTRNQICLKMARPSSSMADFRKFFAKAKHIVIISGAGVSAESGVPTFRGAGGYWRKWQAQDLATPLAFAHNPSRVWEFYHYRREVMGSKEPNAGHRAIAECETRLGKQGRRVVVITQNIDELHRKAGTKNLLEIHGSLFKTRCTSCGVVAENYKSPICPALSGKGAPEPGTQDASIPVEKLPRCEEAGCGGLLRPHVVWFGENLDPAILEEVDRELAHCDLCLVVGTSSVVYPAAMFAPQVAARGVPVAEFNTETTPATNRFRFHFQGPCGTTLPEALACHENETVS
Statin myotox sup – suppressors of simvastatin-induced myotoxicity in C2C12 myotubes; 0.78% of 330,000 active; rescue of ATP level, % at 7.49 µM; ATP luminescence, 48 h; scaled: DMSO 0, geranylgeraniol control 100;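 active means mean ATP rescue above about 67%, or every replicate alone reaching that limit, limit read from the data, passing the limit was not always enough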;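 further: myotubes were challenged with 10 µM simvastatin during compound exposure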
* marks the source's active call; other numbers are inactive results; & = joins results of further samples.

Sample of the layout:
Screening CCC(=O)N1Cc2cc(C(=O)NCc3cccc(F)c3)nc(-c3cccc(C4=CCCC4)c3)c2[C@H]1CCO returned CASP6 VEID inh 0, FN deposit inh 5&2, LGR2 antag 4, S100A4 inh HTS -2 and SIRT5 block 1.
`O=C(O)c1ccc(NC(=O)c2cccc(N3C(=O)C4C5CCC(C5)C4C3=O)c2)cc1` (stereo not drawn) gave esBAF inh -1, FN deposit inh 1, LGR2 antag 4 and Statin myotox sup 2.

The listing, previewed entries included:
Screening CCC(=O)N1Cc2cc(C(=O)NCc3cccc(F)c3)nc(-c3cccc(C4=CCCC4)c3)c2[C@H]1CCO returned CASP6 VEID inh 0, FN deposit inh 5&2, LGR2 antag 4, S100A4 inh HTS -2 and SIRT5 block 1.
`O=C(O)c1ccc(NC(=O)c2cccc(N3C(=O)C4C5CCC(C5)C4C3=O)c2)cc1` (stereo not drawn) gave esBAF inh -1, FN deposit inh 1, LGR2 antag 4 and Statin myotox sup 2.
For C/C=C/c1ccc([C@@H]2[C@H](CO)N3CCCCN(C(=O)Nc4ccccc4F)C[C@@H]23)cc1 the results were CASP6 VEID inh -4, LGR2 antag 10, S100A4 inh HTS -2 and SIRT5 block 12.
For COc1cccc(NC(=O)CN2CCN(CC(=O)Nc3ccccc3Cl)CC2)c1 the results were CASP6 VEID inh -3, esBAF inh 7, FN deposit inh 4, LGR2 antag -2, S100A4 inh HTS 0, SIRT5 block -1 and Statin myotox sup 8.
Screening O=C(Nc1nnc(C2CC2)s1)c1n[nH]c(=O)c2ccccc12 returned CASP6 VEID inh -5, esBAF inh 4, FN deposit inh 8, LGR2 antag 2, S100A4 inh HTS 5, SIRT5 block 0 and Statin myotox sup 1.
O=S(=O)(NCc1ccc(Cl)cc1)NCc1ccc(Cl)cc1 was read as CASP6 VEID inh -1, esBAF inh -4, FN deposit inh -6, LGR2 antag -9, S100A4 inh HTS -1, SIRT5 block -3 and Statin myotox sup 7.
O=C(c1ccc2c(c1)OCO2)N1CC(=O)N2[C@H](C1)[C@H](c1ccc(C#CCC3CCCC3)cc1)[C@@H]2CO was read as CASP6 VEID inh 4, LGR2 antag 8, S100A4 inh HTS -2 and SIRT5 block 24*.
Screening COc1cnc(SCc2ccc(Cl)cc2)nc1Cl returned esBAF inh 7, FN deposit inh -5 and Statin myotox sup -1.
O=C(Nc1cccc(-c2nc3ncccc3o2)c1)c1sc2cc(Cl)ccc2c1Cl was read as CASP6 VEID inh 0, esBAF inh 34, LGR2 antag -102, S100A4 inh HTS 0, SIRT5 block -3 and Statin myotox sup -12.
Screening COC(=O)C[C@@H]1CC[C@@H]2[C@H](COC[C@H](O)CN2S(=O)(=O)c2ccccc2OC)O1 returned esBAF inh 0, FN deposit inh -10, LGR2 antag -1 and Statin myotox sup 0.
Screening CNC[C@@H]1Oc2ncc(C3=CCCCC3)cc2C(=O)N([C@H](C)CO)C[C@@H]1C returned esBAF inh -5, LGR2 antag -8 and Statin myotox sup 1.
Screening CCOC(=O)c1[nH]c2ccc(OCC)cc2c1NC(=O)CN1CCN(c2ccccn2)CC1 returned esBAF inh 9, LGR2 antag -6 and Statin myotox sup 23.
O=C(CSc1nnc(-c2ccncc2)o1)N1CCCCCC1 was read as CASP6 VEID inh -2, FN deposit inh 6, LGR2 antag 10, S100A4 inh HTS 4 and SIRT5 block -1.
COc1cc(/C=C/C(=O)OCC(=O)N2CC(=O)Nc3ccccc32)ccc1O was read as CASP6 VEID inh 1, FN deposit inh 4, LGR2 antag -7, S100A4 inh HTS 0 and SIRT5 block 15*.
`O=S(=O)(c1ccc2c(c1)CCN2)N1CCOCC1` gave CASP6 VEID inh 0, esBAF inh -9, FN deposit inh 7, LGR2 antag 17, S100A4 inh HTS -9, SIRT5 block 0 and Statin myotox sup 3.
For CCCCNc1c(C(=O)OCC)c(C)nc2c1cnn2CC the results were CASP6 VEID inh 6, esBAF inh -6, LGR2 antag -12, S100A4 inh HTS -2, SIRT5 block -1 and Statin myotox sup 2.
CC(C)C(=O)Nc1ccc(NC(=O)c2ccc([N+](=O)[O-])cc2Cl)cc1 was read as CASP6 VEID inh -3, esBAF inh -5, FN deposit inh 2, LGR2 antag 0, S100A4 inh HTS -5, SIRT5 block 2 and Statin myotox sup -5.
C[C@H](CO)N1C[C@H](C)[C@H](CN(C)Cc2ccc(C(F)(F)F)cc2)Oc2c(NC(=O)c3cnccn3)cccc2C1=O was read as CASP6 VEID inh 1, esBAF inh -1, LGR2 antag -7, S100A4 inh HTS -2, SIRT5 block -1 and Statin myotox sup 21.
Screening O=C(c1ccccc1)N1CC[C@H]2[C@H](CO)Nc3ccc(C#Cc4cccnc4)cc3[C@H]21 returned CASP6 VEID inh 4, esBAF inh -4, FN deposit inh 11, LGR2 antag -9, S100A4 inh HTS 3, SIRT5 block 0 and Statin myotox sup -5.
For CC(=O)Nc1nc(N(C)C)nc(N(C)C)n1 the results were CASP6 VEID inh -2, esBAF inh -2, LGR2 antag 14, S100A4 inh HTS 0, SIRT5 block 0 and Statin myotox sup -4.
For Cc1noc(C)c1NC(=O)Nc1ccc2c(c1)C(=O)N([C@H](C)CO)C[C@@H](C)[C@H](CN(C)Cc1ccc3c(c1)OCO3)O2 the results were CASP6 VEID inh 1, esBAF inh -6, LGR2 antag -1, S100A4 inh HTS -7, SIRT5 block 0 and Statin myotox sup 1.
For CCOC(=O)c1c(NC(=O)CSc2nnnn2C)sc(CC)c1C the results were esBAF inh -7, FN deposit inh -10 and Statin myotox sup -21.
COc1ccc(-c2ccc(CCC(=O)O)n2CC(=O)Nc2ccccc2C)cc1 was read as CASP6 VEID inh 5, esBAF inh -3, FN deposit inh -8, LGR2 antag 8, S100A4 inh HTS -5, SIRT5 block 3 and Statin myotox sup -2.
CCOc1ccc(/C=N/NC(=O)COc2ccccc2-c2ccccc2)cc1 was read as esBAF inh -1, FN deposit inh 0 and Statin myotox sup 2.
For CCCc1ccc(C(O)c2ncc(-c3cccc(C)c3)[nH]2)cc1 (stereo not drawn) the results were CASP6 VEID inh 1, FN deposit inh 2, LGR2 antag -13, S100A4 inh HTS 11 and SIRT5 block 1.
COc1ccc(NC(=S)N2CCN(c3ncccn3)CC2)cc1 was read as CASP6 VEID inh 3, LGR2 antag -1, S100A4 inh HTS -3 and SIRT5 block -1.
Screening Cc1nnc(NC(=O)CSc2n[nH]c(-c3ccccc3C)n2)s1 returned CASP6 VEID inh 2, esBAF inh 1, FN deposit inh -4, LGR2 antag 3, S100A4 inh HTS 1, SIRT5 block -2 and Statin myotox sup 34.
Screening C[C@@H](O)C#Cc1ccc2c(c1)O[C@H](CN(C)Cc1ccccn1)[C@@H](C)CN([C@@H](C)CO)S2(=O)=O returned CASP6 VEID inh 1, esBAF inh 2, LGR2 antag -1, S100A4 inh HTS 5, SIRT5 block 2 and Statin myotox sup -11.
C[C@@H]1CN([C@H](C)CO)C(=O)Cc2cc(NC(=O)Nc3ccc4c(c3)OCO4)ccc2O[C@H]1CN(C)S(=O)(=O)c1ccc(Cl)cc1 was read as CASP6 VEID inh 5, esBAF inh -3, FN deposit inh -5, LGR2 antag 13, S100A4 inh HTS 9, SIRT5 block -2 and Statin myotox sup 9.
CN(CC(=O)NCCN1CCCCCC1)S(=O)(=O)c1cccc2nsnc12 was read as esBAF inh -4, FN deposit inh -8 and Statin myotox sup -8.
`O=C(Cc1ccccc1F)Nc1ccc(SC(F)F)cc1` gave CASP6 VEID inh 0, FN deposit inh -6, LGR2 antag -70, S100A4 inh HTS -3 and SIRT5 block 0.
CO[C@H]1CN(C)C(=O)c2ccc(NS(=O)(=O)c3cccc(C)c3)cc2OC[C@H](C)NC[C@H]1C was read as esBAF inh 1, FN deposit inh -14, LGR2 antag 12 and Statin myotox sup 9.
`CC(=O)N=c1c(C#N)cc2c(=O)n3cccc(C)c3nc2n1Cc1ccco1` gave CASP6 VEID inh 7, FN deposit inh -6, S100A4 inh HTS -2 and SIRT5 block -15.
For COc1ccc(S(=O)(=O)N(C)C[C@H]2OCCCC[C@H](C)Oc3ccc(NC(=O)Nc4ccc(C(F)(F)F)cc4)cc3C(=O)N([C@@H](C)CO)C[C@H]2C)cc1 the results were CASP6 VEID inh -1, esBAF inh -3, FN deposit inh -5, LGR2 antag 25, S100A4 inh HTS -2, SIRT5 block -11 and Statin myotox sup 28.
For CC(NS(=O)(=O)OCC(Cl)(Cl)Cl)c1ccc(Br)cc1 (stereo not drawn) the results were CASP6 VEID inh 3, esBAF inh -9, FN deposit inh -5, LGR2 antag 8, S100A4 inh HTS -1, SIRT5 block -1 and Statin myotox sup 7.
COc1ccc(C(=O)N/N=C\c2ccoc2)cc1 was read as CASP6 VEID inh 7, FN deposit inh 4, LGR2 antag -14, S100A4 inh HTS -3 and SIRT5 block -1.
`C[C@@H]1CN([C@H](C)CO)C(=O)c2cc(NC(=O)Cn3cnnn3)ccc2O[C@H]1CN(C)CC1CCCCC1` gave CASP6 VEID inh -1, esBAF inh 0, LGR2 antag 10, S100A4 inh HTS 2, SIRT5 block -4 and Statin myotox sup 9.
For CCOc1ccc2nc(-c3ccccc3)nc(SCC(=O)OC)c2c1 the results were CASP6 VEID inh 2, esBAF inh -14, FN deposit inh -5, LGR2 antag -3, S100A4 inh HTS 7, SIRT5 block -1 and Statin myotox sup -14.
Screening C[C@H](CO)N1C[C@H](C)[C@H](CN(C)S(=O)(=O)c2ccc(Cl)cc2)Oc2ccc(NC(=O)Nc3ccc4c(c3)OCO4)cc2C1=O returned CASP6 VEID inh -6, esBAF inh 6, FN deposit inh 5, LGR2 antag -4, S100A4 inh HTS -2 and SIRT5 block 0.
Cc1noc(C)c1NC(=O)Nc1ccc2c(c1)CC(=O)N([C@H](C)CO)C[C@@H](C)[C@@H](CN(C)S(=O)(=O)c1ccc(F)cc1)O2 was read as CASP6 VEID inh 2, esBAF inh -3, LGR2 antag 3, S100A4 inh HTS -12, SIRT5 block -5 and Statin myotox sup 6.
Screening C=CCNC(=O)c1ccc(OC)cc1OC returned esBAF inh 0, FN deposit inh 7 and Statin myotox sup -16.
Screening COc1ccc(CCNC(=O)C(=O)NCC2OCCN2S(=O)(=O)c2ccc(F)cc2)cc1OC (stereo not drawn) returned CASP6 VEID inh -1, esBAF inh -3, FN deposit inh 4, LGR2 antag -5, S100A4 inh HTS -6, SIRT5 block -3 and Statin myotox sup 10.
COc1ccc(-c2coc3c(C(=O)NCc4ccc(F)c(F)c4)cccc23)c(C)c1 was read as CASP6 VEID inh 0, esBAF inh 8, FN deposit inh 2, LGR2 antag 5, S100A4 inh HTS -3, SIRT5 block -2 and Statin myotox sup 9.
Screening CCCC1C(=O)N2C(N(C)C)=Nc3ccc(C)cc3N2C1=O (stereo not drawn) returned CASP6 VEID inh 1, esBAF inh 18, FN deposit inh 2, S100A4 inh HTS -3, SIRT5 block 1 and Statin myotox sup -5.
Screening Cc1cc(N2CCN(C(C(=O)NC3CCCC3)C(C)(C)C)CC2)c2ccccc2n1 (stereo not drawn) returned CASP6 VEID inh 0, FN deposit inh 9, LGR2 antag 9, S100A4 inh HTS 0 and SIRT5 block -6.
Screening COc1ccc(/C(N)=N/OC(=O)/C=C/c2ccccc2)cc1 returned CASP6 VEID inh -2, esBAF inh 27, FN deposit inh -13, LGR2 antag -112, S100A4 inh HTS -5, SIRT5 block 4 and Statin myotox sup -4.
For O=C(O)C[C@@H]1C[C@@H]2c3cc(NC(=O)C4CCOCC4)ccc3O[C@@H]2[C@H](CO)O1 the results were CASP6 VEID inh 1, FN deposit inh 3, LGR2 antag 1, S100A4 inh HTS 1 and SIRT5 block 1.

In the list so far, two have a thiophene ring, fused or not:
O=C(Nc1cccc(-c2nc3ncccc3o2)c1)c1sc2cc(Cl)ccc2c1Cl was read as CASP6 VEID inh 0, esBAF inh 34, LGR2 antag -102, S100A4 inh HTS 0, SIRT5 block -3 and Statin myotox sup -12.
For CCOC(=O)c1c(NC(=O)CSc2nnnn2C)sc(CC)c1C the results were esBAF inh -7, FN deposit inh -10 and Statin myotox sup -21.

This is a subset; rates above refer to the full screens.
